M. tuberculosis HTS: M. tuberculosis growth inhibition, HTS (AID 449762); M. tuberculosis H37Rv growth inhibition, 7H9 media; higher % means a stronger effect; inhibition, % at 25 µM, or IC50 in µM where a hit was titrated; hit rate 0.59% among 330,000; in the data active = a potency from the dose series; inconclusive = inhibition above about 70% without an active follow-up result;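 note: bacterial growth assessed after seven days of incubation; strong numbers were not always called active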
inhibitors of VEEV: inhibitors of VEEV TC-83 cytopathic effect, confirmation, Vero cells (AID 588727); Vero cells, VEEV TC-83 cytopathic effect inhibition; higher % means a stronger effect; inhibition, % at 20 µM, or IC50 in µM where a hit was titrated; hit rate 0.13% among 350,000; in the data active = a potency from the dose series; inconclusive = inhibition mostly from about 14% at the one dose, without a potency; inactive = the rest, 99 in 100 with inhibition below about 12%; note: strong numbers were not always called active
PhoP GFP inhibition: Inhibition of PhoP regulon, Salmonella typhi GFP reporter cells, confirmation, 4 h (AID 1850) | Salmonella Typhi PhoP-promoter GFP reporter, fluorescence, 4 h; higher % means a stronger effect | one-dose inhibition, % at 50 µM; IC50 in µM for titrated hits | hit rate 0.33% among 310,000; in the data active = a potency from the dose series; inconclusive = inhibition mostly from about 25% at the one dose, without a potency; inactive = the rest, 99 in 100 with inhibition below about 19%;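 note: 0% = induced wells with vehicle and 100% = uninduced wells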
H1N1 NS1A inhibition: H1N1 influenza NS1A inhibitors, functional cell based assay (AID 504329) | one-dose inhibition, % at 12.5 µM; IC50 in µM for titrated hits | hit rate 0.3% among 340,000 | NS1A functional cell-based assay, percent inhibition; higher % means a stronger effect; in the data active = a potency from the dose series; inconclusive = inhibition above about 27% without an active follow-up result; note: strong numbers were not always called active
tuberculosis growth: growth inhibition of non-replicating M. tuberculosis (AID 488890); Mycobacterium tuberculosis non-replicating, growth inhibition; higher % means a stronger effect; inhibition, % at 25 µM, or IC50 in µM where a hit was titrated; hit rate 0.39% among 320,000; in the data active = a potency from the dose series; inconclusive = inhibition mostly from about 82% at the one dose, without a potency; inactive = the rest, 99 in 100 with inhibition below about 76%;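 note: plate controls were DMSO cells for no effect and high antibiotic wells for full effect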
inhibitors of VEEV 10K pilot screen: recorded beside inhibitors of VEEV, whose call it bears; inhibition, %; measured here: 10K pilot screen inhibition
* hit, by the source's call; i = inactive; ? = inconclusive; · = not tested or not shown. No enrichment for hits; about 1.6% have a hit in one of these screens.

SMILES	M. tuberculosis HTS	inhibitors of VEEV	PhoP GFP inhibition	H1N1 NS1A inhibition	tuberculosis growth	others
CCc1nnc(NS(=O)(=O)c2ccc(N3C(=O)c4ccc(C(=O)O)cc4C3=O)cc2)s1	10.8%	0.3%	-12.3%	-2.9%	31.6%
CC1(C)C(=O)NCCN1C(=O)CCC(=O)O	-0.9%	0.4%	-8.2%	-11.9%	-20.2%
COc1ccc(C(CC(=O)N2CCCC(C)C2)c2c(OC)cc(OC)c3c(-c4ccccc4)cc(=O)oc23)cc1 (stereo unspecified)	6.6%	1.7%	-19.1%	-2.7%	40.3%
COCCNC(=O)C(c1ccc(C)o1)N(Cc1cccs1)C(=O)c1snc(C(N)=O)c1N (stereo unspecified)	-13.8%	10.1%	-4.6%	-0.8%	-5.9%
CCC(C(=O)OC)n1cnc2scc(-c3ccc(C)cc3)c2c1=O (stereo unspecified)	-0.5%	2.3%	-9.6%	17.5%	67.7%
COc1ccc(NC(=O)CN2C(=O)C(c3ccccc3)=NC23CCCCCC3)cc1OC	-0.6%	0.2%	4.8%	-0.9%	4.7%
CCN1CCN(c2ccc(NC(=O)c3cccc(F)c3)cc2Cl)CC1	4.3%	0.7%	8.6%	-6.8%	16.6%
C/C(CC(=O)Nc1cc(Cl)ccc1Cl)=N\NC(N)=S	?	8.5%	-10.0%	5.9%	79.8%
C=CC[C@@H](CC(=O)N(CCO)Cc1ccccc1)C(=O)N[C@H](COC(=O)[C@@H](CC=C)CC(=O)OC(C)(C)C)c1ccccc1	-2.4%	0.3%	·	10.6%	27.2%
CS(=O)(=O)Nc1ccc(C(=O)Nc2ccc(S(=O)(=O)Nc3nccs3)cc2)cc1	2.2%	3.1%	-7.7%	-1.9%	13.6%
COc1ccc(Cl)cc1Nc1nc(NCCO)nc(N2CCCC2)n1	14.6%	1.3%	-6.9%	22.4%	15.9%	inhibitors of VEEV 10K pilot screen=6.2
O=C(CN1CCN(S(=O)(=O)c2ccc(F)cc2)CC1)Nc1cccc(C(F)(F)F)c1	2.4%	4.9%	-3.8%	1.1%	16.6%
Cn1c(CCN2CCOCC2)nc2cc(NS(=O)(=O)c3ccccc3)ccc21	-10.9%	i	-18.8%	-0.4%	52.9%
Cn1c(CCC(=O)Nc2cc(S(C)(=O)=O)ccc2Cl)nc2cc(S(=O)(=O)N3CCOCC3)ccc21	-2.5%	2.3%	8.1%	-2.9%	14.1%
CCc1sc(C(=O)Nc2cc(Cl)ccc2N2CCCCC2)cc1C	9.0%	i	-2.1%	3.1%	11.7%
CCC(=NCc1ccco1)c1c(O)[nH]c(=O)[nH]c1=O	5.3%	i	-13.8%	-23.0%	-6.6%
O=C1CCN(Cc2ccccc2)C(=S)N1	·	i	·	0.9%	·
O=C(NC(Cc1c[nH]c2ccccc12)C(=O)O)/C(=C\c1ccc2c(c1)OCO2)NC(=O)c1ccccc1 (stereo unspecified)	0.1%	7.3%	12.5%	11.2%	-4.8%
CC(=O)c1ccc(S(=O)(=O)N2CCN(C(=O)c3ccc(-n4cncn4)c([N+](=O)[O-])c3)CC2)cc1	1.9%	0.1%	·	-5.5%	-3.9%
CCOCC(=O)NCc1ccc2c(c1)OCO2	5.1%	5.9%	6.9%	-0.4%	75.6%
Cc1cc(C)c(S(=O)(=O)NC2CCN(Cc3ccccc3)CC2)c(C)c1	-11.1%	i	12.5%	-5.4%	16.0%
[O-]/[N+](=C\c1ccccc1)[C@@H]1CCCC[C@@H]1/[N+]([O-])=C/c1ccccc1	-7.5%	i	6.5%	3.7%	8.7%
O=S(=O)(c1cccc2nsnc12)N1CCN(c2ccccc2F)CC1	-2.4%	0.9%	-4.1%	6.5%	1.5%
CN(C)c1ccc(/C=C/c2ccc3ccccc3n2)cc1	27.4%	i	1.2%	-37.5%	7.7%
Cc1[nH]c2c(C(F)(F)F)cccc2c1CCN	1.5%	3.0%	11.4%	1.9%	16.5%
CC(=O)c1cc(C#N)c(SCC(=O)OC(C)C)nc1C	-5.2%	i	5.5%	-1.2%	33.7%
CN(CC(=O)N1CCN(c2ccccn2)CC1)S(=O)(=O)c1ccc2ccccc2c1	-3.0%	i	12.6%	2.6%	11.9%
O=C(NCC1CCCN1S(=O)(=O)c1cccs1)c1ccc(Cl)cc1 (stereo unspecified)	7.2%	0.3%	-5.2%	3.6%	23.0%
CCOC(=O)C1=C(COC(=O)CCC(=O)c2ccc(C)cc2)NC(=O)NC1C (stereo unspecified)	-10.4%	7.8%	·	-6.0%	-4.0%
O=c1ccc2cc(S(=O)(=O)Nc3ccccc3F)ccc2o1	16.1%	0.9%	-2.9%	21.2%	19.1%
Cc1nc(SCCC(C)C)c([N+](=O)[O-])[nH]1	-8.9%	i	8.0%	-1.9%	50.4%
CCN(CC)C(=O)c1cc2cc(Br)ccc2oc1=O	-5.2%	1.8%	-8.6%	-3.6%	0.6%
COC(=O)c1ccccc1S(=O)(=O)N1CCC(C(=O)OC(C)C(=O)NC(N)=O)CC1 (stereo unspecified)	3.1%	1.2%	6.7%	3.0%	6.8%
O=C(c1ccc([N+](=O)[O-])cc1)N(Cc1ccc(Cl)cc1Cl)N1C(=O)CCCC1=O	-1.6%	1.9%	-1.8%	-1.9%	6.7%
CC(=O)N(CN1C(=O)c2ccc([N+](=O)[O-])cc2C1=O)c1ccc(F)cc1	-1.8%	i	-2.5%	-3.2%	4.5%
COc1ccc(CNC(=O)CCNC(=O)c2ccc(C(C)(C)C)cc2)cc1OC	·	1.1%	·	-14.2%	·
CCCn1c(=O)c(Br)cn(-c2ccccc2C)c1=O	-10.5%	1.6%	20.8%	-0.6%	-3.2%
CC1=C(C(=O)OCc2ccccc2)C(c2ccccc2)NC(=O)N1CCCCCC(=O)O (stereo unspecified)	0.1%	0.5%	-0.6%	0.2%	9.7%
COC(=O)C[C@H]1c2ccccc2S(=O)(=O)N1Cc1ccc(OC)cc1	-4.6%	0.9%	-2.7%	-2.1%	-14.1%
CCOc1ccc(S(=O)(=O)N2CCN(C(=O)c3cccnc3)CC2)cc1	3.4%	0.5%	0.0%	-9.8%	-6.3%

Ordered by number of heavy atoms (highest first): some entries from above.
SMILES	M. tuberculosis HTS	inhibitors of VEEV	PhoP GFP inhibition	H1N1 NS1A inhibition	tuberculosis growth	others
CC1=C(C(=O)OCc2ccccc2)C(c2ccccc2)NC(=O)N1CCCCCC(=O)O (stereo unspecified)	0.1%	0.5%	-0.6%	0.2%	9.7%
COc1ccc(CNC(=O)CCNC(=O)c2ccc(C(C)(C)C)cc2)cc1OC	·	1.1%	·	-14.2%	·
CCCn1c(=O)c(Br)cn(-c2ccccc2C)c1=O	-10.5%	1.6%	20.8%	-0.6%	-3.2%

(more compounds)
SMILES	M. tuberculosis HTS	inhibitors of VEEV	PhoP GFP inhibition	H1N1 NS1A inhibition	tuberculosis growth	others
CCOC(=O)c1c(N)n(-c2ccc(N)cc2)c2nc3ccccc3nc12	0.8%	4.5%	-3.0%	1.1%	-9.6%
COc1ccc(C(=O)NC(Cc2ccccc2)c2ccc3c(c2)OCCCO3)cc1 (stereo unspecified)	4.2%	0.9%	5.9%	-3.8%	-1.4%
CCOc1ccc(C(=O)N/N=C/c2ccccc2[N+](=O)[O-])cc1	3.1%	0.8%	6.6%	0.6%	-1.0%
COc1ccc(Cl)cc1NC(=O)COc1ccc2c(c1)OCO2	-4.5%	1.9%	·	-0.7%	7.9%
Cc1cc(N2CCOCC2)nc2ccc(NC(=S)NC(C)C)cc12	8.1%	1.2%	-8.3%	7.2%	6.7%
CC(=O)NCC1CCCN(c2nc3nonc3nc2N(C)Cc2ccccc2)C1 (stereo unspecified)	-5.5%	1.2%	-1.1%	-2.0%	2.9%
S=C(NCc1ccco1)Nc1ccc2c(c1)OCCO2	-0.9%	4.1%	1.9%	-6.6%	47.4%
O=C1CC2(CCN(C(=O)c3ccccc3Br)CC2)Oc2ccccc21	-1.3%	9.4%	4.9%	-6.2%	0.8%
CNc1nc(-c2ccccc2)cc(C(F)(F)F)c1C#N	-5.1%	0.7%	10.3%	-2.6%	2.2%
Nc1ccc(C(=O)NCC2(c3ccccc3)CCCC2)cc1	-1.8%	i	-14.1%	-4.7%	-0.1%
COc1ccc(C(=O)NCCn2cc(SCC(=O)Nc3nnc(C)s3)c3ccccc32)cc1	·	i	3.1%	-8.3%	·
CCCCN1CC2([N+](=O)[O-])C=CC(=O)C([N+](=O)[O-])(C1)C2CC(=O)c1ccccc1 (stereo unspecified)	-6.4%	1.4%	7.9%	-2.0%	8.4%
COc1cc(NC(C)CCCNC(C)C)c2ncccc2c1OC (stereo unspecified)	·	i	·	9.0%	·
CCOC(=O)CNc1nc(Cl)nc(Nc2ccc(C)cc2)n1	-4.1%	5.8%	10.2%	-37.1%	13.5%
Cn1c(=O)c2c(ncn2CC(=O)N2CCOCC2)n(C)c1=O	7.1%	0.6%	-3.6%	-2.0%	-9.1%
CC(C)CC(=O)OCc1cn(-c2ccccc2)nn1	-13.1%	0.7%	-5.3%	-3.0%	6.2%	inhibitors of VEEV 10K pilot screen=0.7
CC(NC(=O)c1ccccc1)c1nnc(SCC(=O)NC2=NCCS2)n1C (stereo unspecified)	-6.9%	0.4%	5.4%	-5.2%	-5.2%
COC(=O)C1(C)COP(=O)(NC23CC4CC(CC(C4)C2)C3)OC1 (stereo unspecified)	·	1.6%	·	-1.5%	·
CCOC(=O)/C=C/C(=O)Nc1ccc(S(=O)(=O)Nc2nccs2)cc1	?	1.0%	-4.8%	-2.6%	63.2%
COc1cnc(SCc2ccc(Cl)c(Cl)c2)nc1Cl	-7.1%	0.9%	-1.0%	-11.8%	33.9%
CCCCN(CCCC)c1nc2ccccc2nc1C(C#N)C(=O)NCCCOC (stereo unspecified)	3.7%	i	-123.1%	10.3%	-5.7%
COc1cccc(-c2nc(-c3ccc4c(c3)-c3ccccc3S4(=O)=O)c(-c3ccccc3)[nH]2)c1OC	18.9%	10.6%	-10.7%	-10.1%	49.7%
Cc1ccnc(NC(=O)CCC(=O)N(CC(=O)NC2CCCCC2)c2cccc(C)c2C)c1	6.9%	8.5%	-2.9%	-34.0%	-6.8%
CC(=O)c1cnc(N2CCCCC2)nc1C	-0.7%	0.8%	10.0%	1.4%	1.6%

Among those listed so far, 10 contain a Cl atom.
SMILES	M. tuberculosis HTS	inhibitors of VEEV	PhoP GFP inhibition	H1N1 NS1A inhibition	tuberculosis growth	others
CCN1CCN(c2ccc(NC(=O)c3cccc(F)c3)cc2Cl)CC1	4.3%	0.7%	8.6%	-6.8%	16.6%
C/C(CC(=O)Nc1cc(Cl)ccc1Cl)=N\NC(N)=S	?	8.5%	-10.0%	5.9%	79.8%
COc1ccc(Cl)cc1Nc1nc(NCCO)nc(N2CCCC2)n1	14.6%	1.3%	-6.9%	22.4%	15.9%	inhibitors of VEEV 10K pilot screen=6.2
Cn1c(CCC(=O)Nc2cc(S(C)(=O)=O)ccc2Cl)nc2cc(S(=O)(=O)N3CCOCC3)ccc21	-2.5%	2.3%	8.1%	-2.9%	14.1%
CCc1sc(C(=O)Nc2cc(Cl)ccc2N2CCCCC2)cc1C	9.0%	i	-2.1%	3.1%	11.7%
O=C(NCC1CCCN1S(=O)(=O)c1cccs1)c1ccc(Cl)cc1 (stereo unspecified)	7.2%	0.3%	-5.2%	3.6%	23.0%
O=C(c1ccc([N+](=O)[O-])cc1)N(Cc1ccc(Cl)cc1Cl)N1C(=O)CCCC1=O	-1.6%	1.9%	-1.8%	-1.9%	6.7%
COc1ccc(Cl)cc1NC(=O)COc1ccc2c(c1)OCO2	-4.5%	1.9%	·	-0.7%	7.9%
CCOC(=O)CNc1nc(Cl)nc(Nc2ccc(C)cc2)n1	-4.1%	5.8%	10.2%	-37.1%	13.5%
COc1cnc(SCc2ccc(Cl)c(Cl)c2)nc1Cl	-7.1%	0.9%	-1.0%	-11.8%	33.9%

Screening results from PubChem.
